Screening data: PubChem, National Center for Advancing Translational Sciences (NCATS)
NIH3T3 tox – NIH 3T3 cell cytotoxicity; AID 1345082; NIH 3T3 viability, CellTiter-Glo ATP luminescence, 48-72 h; Potency, µM (highest dose often 96.7 µM), for inactives: at the highest dose activity change, negative = cytotoxicity, hits mostly inhibitors; actives 4.3% (n = 94,000); also: potency is read from the fitted curve at half-maximal effect; nearly all actives have a fitted effect of over 55% in size
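First NIH 3T3 cells are plated at 400 cells/well; next compound is pinned in; then plates incubate 48 or 72 hr at 37 °C; finally CellTiter-Glo is added and luminescence read after 10 min.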
HEK293 viab – counter-screen for SNCA expression inhibitors: cell viability; Potency, µM (series often up to 57.1 µM), for inactives: top-dose activity change, negative = cytotoxicity, actives largely listed as cytotoxic; actives 0.12% (n = 150,000); AID 1671193; HEK-293-SNCA-luc viability, GF-AFC fluorescence, 24 h;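 also: potency is read from the fitted curve at half-maximal effect; 0% = DMSO-treated cells and -100% = medium-only wells without cells; nearly all actives have a fitted effect of over 30% in size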
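Cytotoxicity counterscreen: after 24 h compound treatment of genome-edited SNCA-luciferase HEK-293 cells, live-cell protease substrate GF-AFC read by fluorescence after 30 min; activity scaled between DMSO (0%) and medium-only (-100%), curves Hill-fitted.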
HEK cytotox – cytotoxic compounds in HEK 293 cells; HEK 293 viability, ATP luminescence (CellTiter-Glo), 48-72 h; Potency, µM (series often up to 115 µM), for inactives: top-dose activity change, negative = cytotoxicity, actives largely listed as inhibitors; actives 6.6% (n = 94,000); also: potency is read from the fitted curve at half-maximal effect; nearly all actives have a fitted effect of over 60% in size
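Luminescence from cellular ATP, measured with CellTiter-Glo, indicates HEK 293 viability. Cells plated at 250 cells/well are treated with compound for 48 or 72 hr at 37 degree Celsius before reagent addition.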
Luciferase inh – blocks purified firefly luciferase enzyme activity. P08659. purified P. pyralis luciferase, luminescence, biochemical. Potency, µM (top dose mostly 115 µM), for the others: at the top dose activity change, negative = inhibition, most hits filed as inhibitors. actives 2.5% (n = 76,000); also: potency is read from the fitted curve at half-maximal effect; nearly all actives have a fitted effect of over 65% in size
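Biochemical qHTS: compound (6-point titration) added to 10uM D-luciferin plus 10uM ATP in Tris acetate pH 7.5 buffer with Mg, Tween-20 and BSA, then purified enzyme at 10nM; light output imaged.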
SNCA expr inh – inhibitors of alpha-synuclein (SNCA) gene expression; HEK-293 SNCA-luciferase knock-in, luminescence, 24 h; Potency, µM (titrated, usually from 57.2 µM), inactives show at the top dose activity change, negative = inhibition, most hits filed as inhibitors; actives 0.17% (n = 140,000); AID 1671194;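 also: potency is read from the fitted curve at half-maximal effect; plate controls were DMSO cells for no effect and cell-free wells for full effect; nearly all actives have a fitted effect of over 45% in size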
IP6K1 inh – IP6K1 kinase inhibition; Q92551; activity change, % (series mostly up to about 58 µM); AID 1645851; actives 0.81% (n = 140,000); IP6K1 kinase, ADP-Glo luminescence, 2 h; hits give low values; in the data active = activity change below about -25%
Target sequence (Q92551 whole entry, looked up): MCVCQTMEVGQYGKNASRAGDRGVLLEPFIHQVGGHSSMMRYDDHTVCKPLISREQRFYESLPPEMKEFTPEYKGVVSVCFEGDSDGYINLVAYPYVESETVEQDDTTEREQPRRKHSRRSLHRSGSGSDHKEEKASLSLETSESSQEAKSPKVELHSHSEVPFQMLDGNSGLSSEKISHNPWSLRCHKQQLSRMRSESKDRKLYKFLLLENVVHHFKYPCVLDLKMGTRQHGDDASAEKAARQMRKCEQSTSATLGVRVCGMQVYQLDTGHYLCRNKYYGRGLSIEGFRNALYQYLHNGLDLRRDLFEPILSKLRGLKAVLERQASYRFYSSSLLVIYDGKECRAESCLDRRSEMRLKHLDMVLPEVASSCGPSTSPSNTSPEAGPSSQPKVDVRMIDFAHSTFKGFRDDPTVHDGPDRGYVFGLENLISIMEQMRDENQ
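ADP-Glo luminescence measures ADP made by human IP6K1 during a 2 h RT reaction with ATP/IP6 (mix at 1.3 mM/130 uM); top library doses 57.5 and 19.1 uM final.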
GPT2 inh – inhibitors of human GPT2 alanine aminotransferase. Potency, µM (highest dose often 57.7 µM), for the others: at the top dose activity change, negative = inhibition, hits mostly inhibitors. Recombinant GPT2, coupled pyruvate oxidase/HRP Amplex Red fluorescence. Q8TD30. actives 0.25% (n = 100,000); also: potency is read from the fitted curve at half-maximal effect; nearly all actives have a fitted effect of over 60% in size; many of its hits are not listed in these tables
Target sequence (Q8TD30 whole entry, looked up): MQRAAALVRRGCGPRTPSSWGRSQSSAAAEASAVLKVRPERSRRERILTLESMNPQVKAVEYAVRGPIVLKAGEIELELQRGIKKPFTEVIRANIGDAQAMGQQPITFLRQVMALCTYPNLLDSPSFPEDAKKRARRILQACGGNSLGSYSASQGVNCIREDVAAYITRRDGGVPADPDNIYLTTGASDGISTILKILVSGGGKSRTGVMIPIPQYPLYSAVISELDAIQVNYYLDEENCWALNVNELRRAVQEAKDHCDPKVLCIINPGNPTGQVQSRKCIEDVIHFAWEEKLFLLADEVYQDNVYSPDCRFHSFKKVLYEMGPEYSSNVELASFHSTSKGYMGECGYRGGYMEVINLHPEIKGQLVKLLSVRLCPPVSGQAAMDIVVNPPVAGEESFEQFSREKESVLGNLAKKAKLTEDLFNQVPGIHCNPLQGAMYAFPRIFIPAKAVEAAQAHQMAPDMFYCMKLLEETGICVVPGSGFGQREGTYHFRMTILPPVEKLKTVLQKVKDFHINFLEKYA
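Recombinant GPT2 (10ng/uL) with 250uM a-KG and 2mM L-alanine, 30 min at room temperature, in HEPES pH 7.5 buffer. Pyruvate detected by pyruvate oxidase/HRP/Amplex Red fluorescence after 30 min in the dark; AOA (50uM) as positive control.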
An asterisk follows results filed as active; i = inactive; ? = inconclusive; nt = not tested or not shown; [ ] = dose if it differs, or a comment. Unless noted, calls follow the shape of the dose curve; as a rule, active = well fitted curve in the direction sought with a large enough effect; inconclusive = small, poorly fitted or top-dose-only effect, or another doubt; inactive = no such curve, though single readings can be large; an effect the other way counts as inactive or inconclusive. Unless noted, % is scaled to controls: 0 for no effect and ±100 for the full control effect.

SMILES	NIH3T3 tox	HEK293 viab	HEK cytotox	Luciferase inh	SNCA expr inh	IP6K1 inh	GPT2 inh
COc1ccc(CCC(=O)NCc2nc3cccnc3n2Cc2cccc(OC)c2)cc1	nt	?	nt	nt	19%	-6	nt
COC1CCC12CCN(C(=O)c1cnn(C)c1)CC2 (configuration not stated)	i	-5%	-1%	0%	-18%	-10	i
CCc1ccccc1NC(=O)Cn1ccn(Cc2ccccc2)c(=O)c1=O	nt	16%	nt	nt	-6%	0	nt
Cc1ccc(NC(=O)Cn2c(=O)n(Cc3ccco3)c(=O)c3sc4ccccc4c32)cc1C	nt	13%	nt	nt	-19%	1	nt
CC1CCCN(C(=O)Cn2ncc3c([nH]c4ccccc43)c2=O)C1 (configuration not stated)	nt	6%	nt	nt	-10%	4	nt
CCc1ccc2occ(CC(=O)Nc3c(C(=O)c4ccc(F)cc4)oc4ccccc34)c2c1	nt	-2%	nt	nt	-14%	1	nt
COc1ccccc1NC(=O)CSc1nnc(N)s1	nt	-12%	nt	nt	-6%	-2	nt
Cc1ccc(CNC(=O)Cn2cccc2-c2nc(-c3ccc(F)cc3)no2)cc1	-5%	1%	-6%	3%	-16%	-5	i
CCC(C)n1c(C(C)CC(=O)Cc2ccccc2)nc2cccnc21 (configuration not stated)	-29%	-5%	?	nt	4%	5	4%
Cc1cc(Nc2cccc(F)c2)n2nc(-c3ccco3)nc2n1	nt	4%	nt	nt	-10%	-5	nt
Cc1cc(C)cc(OC(=O)c2snnc2C)c1	nt	3%	nt	nt	-5%	-35*	nt
COc1nccc(N2CCC(CC(=O)N3CCN(C4CCCCC4)CC3)CC2)n1	-27%	1%	-28%	0%	-17%	3	i
CCCC1=Nc2cc(C(=O)NCCc3ccc(OC)cc3OC)ccc2Sc2ccccc21	nt	1%	nt	nt	?	-8	nt
Cc1ccc(Cn2c(C3CCN(C(=O)c4c(F)cccc4F)CC3)n[nH]c2=O)cc1	-12%	3%	-7%	7%	-6%	-10	i
COC(=O)c1c(NC(=O)Cc2coc3ccc(C(C)C)cc23)sc2c1CCC2	nt	1%	nt	nt	-18%	30	nt
Clc1cc(NCCOc2ccccc2)n2nccc2n1	?	6%[87.6 µM]	?	?	36%[activator][87.6 µM]	-1	i
Cc1cccc(NC(=O)C2CC(=O)N(c3n[nH]c4cccc(F)c34)C2)c1C (configuration not stated)	i	9%	12%	0%	8%	-17	i
O=C(Nc1cccc(F)c1)N1Cc2[nH]cnc2C[C@H]1c1nc(-c2cccc([N+](=O)[O-])c2)no1	?	-26%	?	-17%	70%[activator]	-2	2%
COc1ccc(O[C@H]2COCCN(Cc3nccn3C)C2)cc1	-13%[138 µM]	4%[87.6 µM]	-11%[172 µM]	-10%[172 µM]	7%[87.6 µM]	16	i
COc1cccc(C(=O)NCCSc2c(-c3ccc(F)cc3)[nH]c3ccccc23)c1OC	nt	?	nt	nt	?	-1	nt

Copied from above, 2 compounds:
SMILES	NIH3T3 tox	HEK293 viab	HEK cytotox	Luciferase inh	SNCA expr inh	IP6K1 inh	GPT2 inh
COc1ccc(O[C@H]2COCCN(Cc3nccn3C)C2)cc1	-13%[138 µM]	4%[87.6 µM]	-11%[172 µM]	-10%[172 µM]	7%[87.6 µM]	16	i
COc1cccc(C(=O)NCCSc2c(-c3ccc(F)cc3)[nH]c3ccccc23)c1OC	nt	?	nt	nt	?	-1	nt

Rewritten as comma-separated lines: entries from further up.
SMILES,NIH3T3 tox,HEK293 viab,HEK cytotox,Luciferase inh,SNCA expr inh,IP6K1 inh,GPT2 inh
Cc1cc(C)cc(OC(=O)c2snnc2C)c1,nt,3%,nt,nt,-5%,-35*,nt
COc1nccc(N2CCC(CC(=O)N3CCN(C4CCCCC4)CC3)CC2)n1,-27%,1%,-28%,0%,-17%,3,i
CCCC1=Nc2cc(C(=O)NCCc3ccc(OC)cc3OC)ccc2Sc2ccccc21,nt,1%,nt,nt,?,-8,nt

Later entries
SMILES	NIH3T3 tox	HEK293 viab	HEK cytotox	Luciferase inh	SNCA expr inh	IP6K1 inh	GPT2 inh
CCCN1C(=O)C2(c3ccccc31)c1c(oc3cc(C)c(C)cc3c1=O)C(=O)N2CCCOC (configuration not stated)	nt	5%	nt	nt	0%	-16	nt
NC(=O)[C@H](Cc1cccs1)NC(=O)[C@@H]1C[C@@H](NC(=O)c2cnccn2)CCN1C(=O)c1ccco1	-10%	9%	-8%	8%	9%	9	4%
CN(Cc1ccc(F)cc1)Cc1cncs1	-14%[138 µM]	16%[87.6 µM]	i	-5%[172 µM]	29%[87.6 µM]	1	i
O=C1Nc2ccc(-c3ccc(F)cc3F)cc2C(=O)N2CC[C@H](NC(=O)N3CCOCC3)[C@@H]12	-4%	-13%	i	?	11%	2	2%
COc1ccc(OCC2CN(CCc3ccccc3)S(=O)(=O)c3cccnc3O2)cc1 (configuration not stated)	?	-5%[23.9 µM]	?	nt	43%[activator][25.6 µM]	17	-4%[27.3 µM]
O=C(C[C@@H]1O[C@H](CNC(=O)c2ccccc2)[C@@H](O)[C@H]1O)NC1CC1	1%[174 µM]	4%[87.6 µM]	2%[172 µM]	-7%[172 µM]	-1%[87.6 µM]	3	i
CC(C)CCN1CCC2(CC1)Cc1ccccc1NC2=O	?	-13%[87.6 µM]	-6%[172 µM]	6%[172 µM]	8%[87.6 µM]	-5	?
Cc1ccc2ncc(C(=O)NCCc3ccc(S(N)(=O)=O)cc3)c(=O)n2c1	nt	3%	nt	nt	12%	15	nt
CC1=C[C@@H](CN2CCCCC2)[C@H](C(C)C)C[C@H]1Cc1nnc(-c2cncn2C)o1	?	-1%[87.6 µM]	100µM*	-12%[172 µM]	11%[87.6 µM]	6	i
O=C(CSc1ncc2c(n1)-c1ccccc1N(Cc1ccc(F)cc1)S2(=O)=O)c1ccc(Cl)cc1	nt	-1%	nt	nt	-13%	9	nt
CCOc1ccc(C2Cn3nnc(-c4nc(-c5ccc(F)cc5)no4)c3CO2)cc1 (configuration not stated)	1%	-10%	6%	?	40%[activator]	15	i
C#CCNC(=O)[C@H]1O[C@H](CCN2CCN(c3ccccc3)CC2)CC[C@@H]1O	i	-19%[87.6 µM]	-4%[172 µM]	2%[172 µM]	-1%[87.6 µM]	10	-6%[88.5 µM]
NC(=O)C1CCCc2c1[nH]c1ccc(Cl)cc21 (configuration not stated)	nt	?	nt	nt	8.6µM*	nt	-21%
CC(C)c1nncn1C1CCN(S(=O)(=O)c2ccc(F)c(F)c2)CC1	-24%	18%	-8%	-13%	-18%	-13	i
CO/N=C1\CN(c2nc3c(cc2F)c(=O)c(C(=O)O)cn3C2CC2)CC1CN (configuration not stated)	nt	-4%[23.9 µM]	nt	nt	15%[25.6 µM]	-2	0%
Cc1ccc(C)c(Cn2c3ccccc3c3cnn(CC(=O)NCC(C)c4ccccc4)c(=O)c32)c1 (configuration not stated)	nt	-4%	nt	nt	-14%	5	nt
O=C(COc1ccc(F)cc1)Nc1ccc2nc(SCC(=O)N3CCOCC3)sc2c1	nt	-3%	nt	nt	53%[activator]	-3	nt
Cc1cccc(NC(=O)Cn2c(N3CCc4ccccc4C3)nc(C)cc2=O)c1	?	-25%	45µM*	3%	?	10	i
COc1ccc(CCNc2ncnc3c2c(-c2ccccc2)cn3-c2ccc(F)cc2)cc1OC	nt	-25%	nt	nt	?	11	nt
Cc1ccc(C2=NC3(CCN(C(=O)c4cccc(F)c4)CC3)ON2)cc1	-28%	-5%	?	?	19%	-20	i
COc1ccc2cc1Nc1ccc(cc1)C[C@H](NCc1ccncc1)C(=O)N(C)[C@H](C(=O)NCc1ccc(OC(F)(F)F)cc1)C2	?	4%	?	-8%	-4%	6	3%
COC(=O)c1ccc(CN2C(=O)[C@@H]3C[C@@H](O)CN3C3(CN(C4COC4)C3)C2=O)cc1	i	5%[87.6 µM]	i	10%[172 µM]	-22%[87.6 µM]	-5	-35%[88.5 µM]
COc1ccc(N2CCN(Cc3nc4c(c(=O)n(C)c(=O)n4C)n3C(C)C)CC2)cc1	nt	-21%	nt	nt	-13%	8	nt
O=C(c1ccc(C(F)(F)F)cc1)N1CCCC(C(=O)N2CCC(N3CCCC3=O)CC2)C1 (configuration not stated)	-14%	11%	-2%	nt	-10%	-4	?
C[C@@]12C(=O)N(CC3CC3)c3ccccc3[C@@H]1[C@@H](C(N)=O)CN2C(=O)Nc1ccc2c(c1)OCO2	-11%[46.1 µM]	-10%[23.9 µM]	?	nt	54%[activator][25.6 µM]	7	i
CCn1c2c(c(=O)n1Cc1ccccc1)CCN(C(=O)c1ccc(Oc3ccccc3)cc1)C2	?	-8%	?	1%	-20%	2	-6%
Cc1ccc(N2CC(NC(=O)c3cccc(CCC(C)(C)O)c3)CC2=O)cc1 (configuration not stated)	-13%	8%	-26%	8%	-7%	39	-8%[11.5 µM]
COC(=O)C(CCSC)NC(=O)c1cc2c(n(-c3ccccc3)c1=O)CC(C)(C)CC2=O (configuration not stated)	nt	17%	nt	nt	10%	-3	nt
CCn1c(=O)c2sccc2n2c(CCCC(=O)N3CCN(c4ccccc4OC)CC3)nnc12	nt	-5%	nt	nt	22%	-1	nt
O=C(NCc1cccnc1)c1ccc(N2CCC(NCCCn3ncc4ccccc43)CC2)cc1	18µM*	1%	?	-2%	-22%	22	2%
Cc1nn(-c2ccccc2)c2c1C(C)N(C1CN(C(=O)c3ccc(C(F)(F)F)cc3)C1)C2=O (configuration not stated)	?	nt	40µM*	nt	nt	-3	nt
CC(C)c1ccc(NC(=O)CN2C(=O)COc3ccc(S(=O)(=O)Nc4ccccc4)cc32)cc1	nt	4%	nt	nt	47%[activator]	5	nt

In the list so far, three have a CF3 group.
SMILES	NIH3T3 tox	HEK293 viab	HEK cytotox	Luciferase inh	SNCA expr inh	IP6K1 inh	GPT2 inh
COc1ccc2cc1Nc1ccc(cc1)C[C@H](NCc1ccncc1)C(=O)N(C)[C@H](C(=O)NCc1ccc(OC(F)(F)F)cc1)C2	?	4%	?	-8%	-4%	6	3%
O=C(c1ccc(C(F)(F)F)cc1)N1CCCC(C(=O)N2CCC(N3CCCC3=O)CC2)C1 (configuration not stated)	-14%	11%	-2%	nt	-10%	-4	?
Cc1nn(-c2ccccc2)c2c1C(C)N(C1CN(C(=O)c3ccc(C(F)(F)F)cc3)C1)C2=O (configuration not stated)	?	nt	40µM*	nt	nt	-3	nt
